AID inh = Primary qHTS assay for inhibitors of Activation Induced Cytidine Deaminase (AID): AID signal; AID deamination FRET fluorescence, UDG-coupled, 4 h; AID 1347428, 2020; 91,000 compounds, 0.32% hits; Potency, µM (series often up to 115 µM), inactives show at the highest dose activity change, negative = inhibition, usual class: inhibitors; note: nearly all actives have a fitted effect of over 25% in size
Target sequence (Q9GZX7 whole entry, looked up): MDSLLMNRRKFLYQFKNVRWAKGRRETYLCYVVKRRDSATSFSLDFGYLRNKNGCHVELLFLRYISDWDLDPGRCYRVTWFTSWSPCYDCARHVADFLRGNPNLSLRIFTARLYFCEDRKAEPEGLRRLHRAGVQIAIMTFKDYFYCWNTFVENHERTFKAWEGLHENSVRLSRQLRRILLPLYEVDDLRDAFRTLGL
UDG counterscr = Primary qHTS assay for inhibitors of Activation Induced Cytidine Deaminase (AID): UDG Counterscreen signal; 91,000 compounds, 0.14% hits; Potency, µM (top dose mostly 115 µM), for the others: at the top dose activity change, negative = inhibition, usual class: inhibitors; AID 1347430, 2020; Uracil-DNA glycosylase; FRET deamination/UDG coupled assay, UDG read, 4 h; note: nearly all actives have a fitted effect of over 65% in size
Numbers without * were called inactive; ? = inconclusive; [ ] = another dose, or the depositor's remark. Calls come from the whole dose curve; as a rule, active = well fitted curve in the direction sought with a large enough effect; inconclusive = small, poorly fitted or top-dose-only effect, or another doubt; inactive = no such curve, though single readings can be large; an effect the other way counts as inactive or inconclusive. % is set by controls: 0 for no effect and ±100 for the full control effect; potency is the fitted concentration of half-maximal effect.

SMILES	AID inh	UDG counterscr
Cn1nc(C(=O)OCC(=O)NC(C)(C)C)c2ccccc2c1=O	2%	-3%
CC1=C(C(=O)NCc2ccccc2C)C2(CCCCC2)OC1=O	7%	-1%
CCCCC(CC)CNC(=S)Nc1ccc(C(C)CC)cc1 (configuration not stated)	-8%	0%
Cc1cc(C(=O)N2CC=C(c3ccccc3)CC2)c(C)s1	-19%	-14%
Cc1ccc(C(=O)Cn2cnc3c2c(=O)n(C)c(=O)n3C)cc1C	-5%	-3%
CC(C)NC(=O)/C(C#N)=C/c1ccc(C(=O)O)cc1	3%	-8%
CCOc1ccc(CNCc2c(C(=O)O)c(C)n(Cc3ccc(F)cc3Cl)c2C)cc1	-13%	-12%
CCOc1ccccc1C1C(C(N)=O)=C(C)Nc2nc(-c3ccccc3Cl)nn21 (configuration not stated)	1%	2%
COc1ccc2ncc3c(-c4ccccc4)nn(-c4ccc(C)c(C)c4)c3c2c1	?	-13%
CC(=O)N1CCC(C(=O)Nc2ccc(Br)cc2F)CC1	-10%	-5%
CCc1ccc2oc(-c3ccc(C)c(NC(=O)c4cc([N+](=O)[O-])ccc4N4CCOCC4)c3)nc2c1	-11%	-5%
CCOc1ccc(N2CC(NC(=O)c3ccc(S(=O)(=O)N4CCCC4)cc3)CC2=O)cc1 (configuration not stated)	8%	1%
O=S(=O)(Nc1ccc(-c2ccc(N3CCCC3)nn2)cc1)c1ccc(OC(F)(F)F)cc1	-4%	-12%
Cc1cc(/C=C/C(=O)c2ccccc2F)cc(C)c1O	-9%	-8%
Cc1nn(C)c2c1c(-c1ccccc1)cc(=O)n2Cc1ccccc1F	-17%	0%
CNS(=O)(=O)c1ccc(CCC(=O)Nc2nc(C)c(C)s2)cc1	-10%	5%
CC(C)(C)NC(=O)C(Sc1ccccc1)c1ccccc1 (configuration not stated)	-9%	0%
CCCCCn1nc(C(=O)Nc2cccc(OC)c2)c2ccccc2c1=O	-7%	1%
C/C(=N/O)C1(C)N(O)C(C)(C)C(c2ccc(Cl)cc2)=[N+]1[O-] (configuration not stated)	-4%	10%
CCCCOc1ccc(OCCN)cc1	3%	2%
CCOC(=O)c1scc(-c2ccccc2)c1S(=O)(=O)Nc1cc(OC)cc(OC)c1	8%	10%
Cc1cc(C)c2sc(N3CCN(C(=O)C4CC4)CC3)nc2c1	-16%	?
Cc1sc(-c2cscn2)cc1Br	-7%	-6%
COCCCn1c(=N)c(C(=O)NC2CCCC2)cc2c(=O)n3ccccc3nc21	81%[activator]	5%
CCCC1CCC(c2ccc(C(=O)O)cc2)CC1 (configuration not stated)	-18%	-4%
COc1ccc(Nc2nnc(-c3ccc(C)c(S(=O)(=O)N4CCOCC4)c3)c3ccccc23)cc1	-27%[57.5 µM]	-8%[57.5 µM]
O=C(O)c1ccc(Nc2nc3ccccc3c3nncn23)cc1	-6%	6%
FC(F)(F)C1(C(F)(F)F)C2C=CC(C2)N1c1ncccn1 (configuration not stated)	6%	7%
O=[N+]([O-])c1ccc(Cl)c2ncccc12	-6%	0%
CC(=O)c1ccc(NC(=O)c2cn(-c3ccccc3)nc2-c2ccc(Br)cc2)cc1	3%	26%
O=C(NC1(c2ccccc2)CCC1)c1cnc(-c2ccccc2)nc1	-6%	-1%
O=C(Cn1ncc2ccccc2c1=O)NCC1CCCCC1	2%	-3%
O=C(NCCN1CCCCC1)C1CCCC1	-5%	-3%
CCCCCCn1c(N2CCN(Cc3c(Cl)cccc3Cl)CC2)nc2c1c(=O)[nH]c(=O)n2C	-16%	0%
COc1ccc(Cc2nc3ccc(C(=O)NCCc4ccc(Cl)cc4)cc3o2)cc1	5%	-26%
Cc1cc(C)n(-c2nc3c(c(=O)n(CCN4CCOCC4)c(=O)n3C)n2C(C)C)n1	3%	-8%
C#CCNC(=O)/C=C/c1ccc(C)s1	1%	-13%
CC(C)COc1cccc(N)c1	-3%	-2%
Cc1cc(NC(=O)COC(=O)C2(c3cccc(F)c3)CCCC2)no1	-7%	0%
COCc1cc(C)n(CC(=O)Nc2cccc(C(C)=O)c2)c(=O)c1C#N	24%	16%
COC(=O)c1c(C)[nH]c(C(=O)OC(C)C(=O)c2ccc(F)cc2F)c1C (configuration not stated)	2%	-7%
CCC1CCCCN1S(=O)(=O)c1cc(C(=O)Nc2ccc(C)c(F)c2)ccc1F (configuration not stated)	?	-16%
COc1ccc(NC(=O)Nc2nnc(N3CCCC3)s2)cc1	-2%	4%
CCn1cc(C(=O)NCCc2ccccc2)c(=O)c2cc(S(=O)(=O)N(C)C3CCCCC3)ccc21	0%	-3%
CC1(C)CCCN(CC(=O)c2c[nH]c3ccccc23)C1	-3%	2%
S=C(NCCc1ccccc1)NCc1ccccc1Br	-12%	-11%
Cc1ccccc1Cn1nnc2c(=O)[nH]c(C3CCN(C(=O)c4ccccc4Cl)CC3)nc21	-27%	-2%
COc1ccc(CCNc2oc(/C=C/c3ccc(OC)c(OC)c3)nc2C#N)cc1	22%	1%
CC(=O)c1ccc(N2CCN(S(=O)(=O)c3cc4[nH]c(=O)c(=O)[nH]c4cc3C)CC2)cc1	?	-9%[57.5 µM]
C=C(C)Cn1c(NCC)nc2c1c(=O)n(C)c(=O)n2C	1%	20%
CCOc1ccc(NC(=O)c2cc(S(=O)(=O)N3CCC(C)CC3)cn2C)cc1	-4%	1%
C#CCNC(=O)CN(C)Cc1ccc(C(F)(F)F)cc1	-1%	-3%
CCOc1ccc(C2CC(=O)n3nc(-c4ccc(C)cc4)nc3S2)cc1 (configuration not stated)	3%	7%
CCOc1cc(C2C(C(N)=O)=C(C)Nc3ncnn32)cc(Br)c1O (configuration not stated)	9%	-5%
Cc1ccc(C(=O)C(OC(=O)c2sccc2C)c2ccc(C)cc2)cc1 (configuration not stated)	1%	-6%
Cc1ccc(Cl)cc1NC(=O)CN1C(=O)c2ccccc2Sc2ncccc21	6%	-7%
Cc1nc2sccn2c1-c1csc(Nc2cccc(Cl)c2C)n1	-7%	-6%
O=C(Nc1nc(-c2ccc3ccccc3c2)cs1)c1cc[n+]([O-])cc1	-8%	-2%
Cc1ccc(C(=O)Nc2ccc(C(=O)O)cc2)cc1S(=O)(=O)Nc1ccccc1	1%	5%
C/C(=N\O)C(C)N(O)C(C)/C(C)=N/O (configuration not stated)	-3%	-6%

One compound at a time, as listed above. Order of screens: AID inh	UDG counterscr
`Cc1ccc(C(=O)C(OC(=O)c2sccc2C)c2ccc(C)cc2)cc1` (configuration not stated) is listed with 1%	-6%
`CCCCOc1ccc(OCCN)cc1` is listed with 3%	2%

More entries
SMILES	AID inh	UDG counterscr
COc1ccc2c(c1)c(CC(=O)O)c(C)n2Cc1ccc(Cl)cc1	-6%	4%
CC1CC[C@@]2(OC1)OC1CC3C4CC(O)C5CC(O)CCC5(C)C4CCC3(C)C1[C@@H]2C (some centres not stated)	-3%	-2%
COc1ccc(NC(=O)c2c(NC(=O)c3ccc(Br)cc3)sc3c2CCCC3)cc1	?	-27%
Cc1c(C(=O)O)oc2ccccc12	-2%	4%
COc1cc(C(O)C(=O)O)ccc1O (configuration not stated)	3%	-6%
CC1CN(C(=O)Cc2nn(C)c(=O)c3ccccc23)CCO1 (configuration not stated)	9%	4%
O=C(/C(Br)=C/Nc1ccc(Cl)cc1Cl)C(F)(F)F	11%	7%
Cc1cc(C)cc(N2CCn3c2nc2c3c(=O)n(C/C=C/c3ccccc3)c(=O)n2C)c1	-2%	10%
Cc1cc(C)c2c(CN3CCN(c4ccccc4)CC3)cc(=O)oc2c1	-6%	-8%
CC1CCCCN1Cc1c(O)ccc2c(=O)c(-c3ccccc3)coc12 (configuration not stated)	?	-2%
Cc1cc(Nc2cccc(Cl)c2)nc2ccc(NC(=O)c3ccc(F)cc3Cl)cc12	-5%	-13%
Cc1ccc(F)c(NC(=O)Cc2ccsc2)c1	-4%	-17%
CCOC(=O)c1nnn(C(CC)C(=O)Nc2ccc(F)cc2)c1C(=O)OCC (configuration not stated)	1%	6%
COc1cc(CNC(=O)c2ncoc2-c2cccs2)cc(OC)c1OC	-9%	-11%
CCOc1ccc(-c2nonc2NC(=O)c2oc3ccc(C)cc3c2C)cc1OCC	?	1%
O=C(Nc1ccc(Cc2nc3ccccc3s2)cc1)C1CCCC1	-4%	0%
Cc1ccc(S(=O)(=O)N2CCN(C(=O)c3c(-c4c(F)cccc4Cl)noc3C)CC2)cc1C	1%	2%
CCc1ccc(NC(=O)CN2C(=O)C(c3ccc(F)cc3)=NC2(C)C)cc1	-3%	-3%
CC1CCN(S(=O)(=O)c2ccc3nc(Nc4cccc(F)c4)ccc3c2)CC1	?	-27%[57.5 µM]
CC(=O)N/N=C/c1ccccc1OCCCOc1ccc(Cl)c(C)c1	-7%	-5%
Cc1cc(C)c(NC(=O)C(C)n2nnc3sc4c(c3c2=O)CCCC4)c(C)c1 (configuration not stated)	13%	13%
C=CCn1c(C)cc(C(=O)Cn2c(=O)c3c(ncn3CC)n(Cc3ccccc3)c2=O)c1C	-19%	-9%
CC(C)Cc1c(C(C)C)sc(N)c1C#N	-10%	-8%
Cc1nn(CC(=O)NCCc2ccc(Cl)cc2)c(=O)c2cc3cc(F)ccc3n12	28%	0%
CC1CCN=C(N)S1 (configuration not stated)	8%	-3%
CC/C=C(/C)C(=O)NCc1cccc(CN2CCOC(C)C2)c1 (configuration not stated)	-6%	8%
CCOC(=O)c1c(-c2ccccc2)oc2ccc(NS(=O)(=O)c3ccccc3)cc12	-3%	2%
CCOc1ccc(/C=C/C(=O)Nc2ccc3nc(N(CC)CC)cc(C)c3c2)cc1OC	?	-13%
Cc1ccc(NC(=O)N2CCN(Cc3nc4ccc(C)cc4o3)CC2)c(Cl)c1	-10%	1%
COc1ccc2cc(CNC(=O)CNC(=O)c3ccc(C(F)(F)F)cc3)ccc2c1	-5%	-10%
Cc1cc(OCC(=O)NC(Cc2c[nH]c3ccccc23)C(=O)O)ccc1Cl (configuration not stated)	-5%	4%
CCN(CC)CCNC(=O)c1nn(-c2ccc(OC)c(Cl)c2)c(=O)c2c1c1ccccc1n2C	9%	4%
CNC(=S)N/N=C/c1ccccc1[N+](=O)[O-]	-4%	5%
CCC1(C)Cc2c(sc3nc(SCC(=O)c4ccccc4)nc(N)c23)CO1 (configuration not stated)	8%	-5%
CC(N)c1cccc(NS(C)(=O)=O)c1 (configuration not stated)	3%	-8%
COc1ccc(-c2nsc(NC(=O)c3cccc(OC)c3)n2)cc1	-1%	-2%[57.5 µM]

Some of these compounds in order of the AID inh value, falling:
structure	AID inh
CCC1(C)Cc2c(sc3nc(SCC(=O)c4ccccc4)nc(N)c23)CO1 (configuration not stated)	8%
CNC(=S)N/N=C/c1ccccc1[N+](=O)[O-]	-4%
COc1ccc2cc(CNC(=O)CNC(=O)c3ccc(C(F)(F)F)cc3)ccc2c1	-5%

Additional structures.
SMILES	AID inh	UDG counterscr
CCOc1ccc(OCC)c(NS(=O)(=O)c2cc(-c3cnc(C)o3)ccc2OC)c1	-1%	2%
Cc1nn(C)c(C)c1C(=O)NCc1cccnc1N1CCOCC1	-10%	-1%
CC1=C(c2ccc(C)c(C)c2)S(=O)(=O)NC1=NC(C)C12CC3CC(CC(C3)C1)C2 (configuration not stated)	-1%	0%
COc1cc(C(=O)Nc2ccc(NC(=O)c3ccc(C(C)(C)C)cc3)cc2)cc(OC)c1OC	4%	-8%
COc1ccc(N(CC(=O)Nc2cc(OC)cc(OC)c2)S(=O)(=O)c2c(C)noc2C)cc1	-4%	-11%
COc1ccccc1N(C)C(=O)C1CCN(c2nc3ccccc3o2)CC1	-5%	-6%
COc1ccc(NC(=O)CSc2c3c(nc4ccc(Cl)cc24)CCCC3)cc1Cl	?	-1%[57.5 µM]
O=c1cc(-c2ccccc2)n2c(SCc3cccc([N+](=O)[O-])c3)nnc2[nH]1	-18%	2%

Gathered by group, the compounds so far with fluorine
SMILES	AID inh	UDG counterscr
CCOc1ccc(CNCc2c(C(=O)O)c(C)n(Cc3ccc(F)cc3Cl)c2C)cc1	-13%	-12%
CC(=O)N1CCC(C(=O)Nc2ccc(Br)cc2F)CC1	-10%	-5%
O=S(=O)(Nc1ccc(-c2ccc(N3CCCC3)nn2)cc1)c1ccc(OC(F)(F)F)cc1	-4%	-12%
Cc1cc(/C=C/C(=O)c2ccccc2F)cc(C)c1O	-9%	-8%
Cc1nn(C)c2c1c(-c1ccccc1)cc(=O)n2Cc1ccccc1F	-17%	0%
FC(F)(F)C1(C(F)(F)F)C2C=CC(C2)N1c1ncccn1 (configuration not stated)	6%	7%
Cc1cc(NC(=O)COC(=O)C2(c3cccc(F)c3)CCCC2)no1	-7%	0%
COC(=O)c1c(C)[nH]c(C(=O)OC(C)C(=O)c2ccc(F)cc2F)c1C (configuration not stated)	2%	-7%
CCC1CCCCN1S(=O)(=O)c1cc(C(=O)Nc2ccc(C)c(F)c2)ccc1F (configuration not stated)	?	-16%
C#CCNC(=O)CN(C)Cc1ccc(C(F)(F)F)cc1	-1%	-3%
O=C(/C(Br)=C/Nc1ccc(Cl)cc1Cl)C(F)(F)F	11%	7%
Cc1cc(Nc2cccc(Cl)c2)nc2ccc(NC(=O)c3ccc(F)cc3Cl)cc12	-5%	-13%
Cc1ccc(F)c(NC(=O)Cc2ccsc2)c1	-4%	-17%
CCOC(=O)c1nnn(C(CC)C(=O)Nc2ccc(F)cc2)c1C(=O)OCC (configuration not stated)	1%	6%
Cc1ccc(S(=O)(=O)N2CCN(C(=O)c3c(-c4c(F)cccc4Cl)noc3C)CC2)cc1C	1%	2%
CCc1ccc(NC(=O)CN2C(=O)C(c3ccc(F)cc3)=NC2(C)C)cc1	-3%	-3%
CC1CCN(S(=O)(=O)c2ccc3nc(Nc4cccc(F)c4)ccc3c2)CC1	?	-27%[57.5 µM]
Cc1nn(CC(=O)NCCc2ccc(Cl)cc2)c(=O)c2cc3cc(F)ccc3n12	28%	0%
COc1ccc2cc(CNC(=O)CNC(=O)c3ccc(C(F)(F)F)cc3)ccc2c1	-5%	-10%

The list is partial; count on the stated rates, not on these rows.
